Screening results from PubChem.
GLP1R cytotox: cytotoxicity counter-screen for GLP-1 receptor inverse agonists; HEK293 cAMP-luciferase reporter cells, luminescence, 24 h; Potency, µM (series often up to 38.3 µM), for the others: top-dose activity change, negative = inhibition, actives largely listed as inhibitors; 410,000 tested, 0.13% active; AID 624418;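 also: loss of luciferase light is scored as toxicity; potency is read from the fitted curve at half-maximal effect; % is scaled to controls: 0 for no effect and ±100 for the full control effect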
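Here, cytotoxicity is scored as loss of luminescence. The MLSMR collection was tested on cells seeded in medium containing 10% Nu serum, with a 24 hr compound exposure preceded by 12 hours of culture.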
aSyn yeast inh: alpha-synuclein toxicity inhibition in yeast. Yeast expressing alpha-synuclein, growth rescue, BacTiter-Glo, 24 h. Potency, µM (titrated, usually from 46.1 µM), inactives show at the highest dose growth rescue (activation), hits mostly activators. 370,000 tested, 0.14% active. AID 652106; also: potency is read from the fitted curve at half-maximal effect; % of control where 0% means no effect; nearly all actives have a fitted effect of over 65% in size
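Readout is rescue of growth in alpha-synuclein-expressing yeast, so inhibitors of toxicity appear as activators. Growth after 24 hr at 30 deg C in galactose medium is quantified by luminescence.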
DRD3 antagonist: blocks the human D3 dopamine receptor; P35462; D3R cells, DiscoveRx beta-arrestin luminescence, antagonist mode; stronger effect = lower value; max response, negative = inhibition, %; 360,000 tested, 2.5% active; AID 652054; in the data active = max response below about -50%; inconclusive = no clear call, values can overlap the other calls; also: % is scaled to controls: 0 for no effect and ±100 for the full control effect; mostly tested at two doses, the higher about 12 µM
Target sequence (P35462 whole entry, looked up): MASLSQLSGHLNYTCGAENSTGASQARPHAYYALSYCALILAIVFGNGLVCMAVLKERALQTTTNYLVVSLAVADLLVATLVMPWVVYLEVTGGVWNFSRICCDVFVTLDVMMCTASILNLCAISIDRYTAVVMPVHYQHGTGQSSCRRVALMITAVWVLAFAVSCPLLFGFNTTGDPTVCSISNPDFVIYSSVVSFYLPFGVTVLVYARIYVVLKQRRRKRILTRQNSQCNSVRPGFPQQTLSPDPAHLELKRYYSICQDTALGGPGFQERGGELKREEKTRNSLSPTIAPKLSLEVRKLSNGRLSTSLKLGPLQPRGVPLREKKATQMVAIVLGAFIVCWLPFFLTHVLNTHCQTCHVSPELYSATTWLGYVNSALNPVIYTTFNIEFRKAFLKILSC
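Cells plated overnight at 1500 cells/well, then exposed to library compounds with dopamine controls for 90 minutes at 37 degrees C. DiscoveRx reagent added for 30–60 minutes at room temperature; luminescence read, quantitative HTS format.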
D3 ag: D3 dopamine receptor (human) agonism | P35462 | D3R DiscoveRx beta-arrestin cells, luminescence, 90 min | max activation, % | 410,000 tested, 0.58% active | AID 652048; in the data active = max activation above about 30%; also: 0% is about no effect; mostly tested at two doses, the higher about 12 µM
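Cells at 1500/well, incubated overnight, then treated with pinned compounds (dopamine as control) for 90 min at 37 degrees C. DiscoveRx reagent added for 30 - 60 minutes at room temperature; luminescence read.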
GLP-1R agonist: activates the human GLP-1 receptor | P43220 | HEK293 GLP-1R CRE-luciferase, luminescence, 4-6 h; cells express a hypersensitive GLP-1R form | Potency, µM (titrated, usually from 45.6 µM), inactives show at the highest dose activation, usual class: activators | 380,000 tested, 0.007% active | AID 624172; also: potency is read from the fitted curve at half-maximal effect; % of control where 0% means no effect
KB-V1 MDR tox: KB-V1 MDR subline cytotoxicity | KB-V1 MDR cells viability, CellTiter-Glo, 72 h | Potency, µM (series often up to 46.1 µM), without a hit: top-dose activity change, negative = cytotoxicity, actives largely listed as cytotoxic | 400,000 tested, 3.4% active; also: potency is read from the fitted curve at half-maximal effect; % is scaled to controls: 0 for no effect and ±100 for the full control effect; nearly all actives have a fitted effect of over 60% in size
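Drug-selected KB-V1 cells, grown in DMEM lacking phenol red with 10% FBS, receive compound titrations; after three days at 37 degrees C, surviving cell ATP is quantified by CellTiter-Glo luminescence and responses normalized and curve-fitted.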
TDP43 rescue: TDP-43 toxicity inhibition in yeast; TDP-43 expressing yeast growth rescue, BacTiter-Glo, 24 h; Potency, µM (titrated, usually from 46.1 µM), without a hit: top-dose growth rescue (activation), actives largely listed as activators; 410,000 tested, 1.8% active; also: potency is read from the fitted curve at half-maximal effect; % of control where 0% means no effect; nearly all actives have a fitted effect of over 50% in size
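Yeast expressing TDP-43 (pregrown in raffinose, seeded at OD600=0.02 in galactose medium) exposed to compounds 24 hr at 30 deg C. Growth read by BacTiter-Glo luminescence; rescue of toxicity appears as increased signal.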
PTHR1 ag: PTHR1 (human) receptor agonism. AID 743266. HEK293 GP2 PTHR1 cells, GloSensor cAMP luminescence, 1 h. Q03431. 410,000 tested, 0.075% active. Potency, µM (doses to about 115 µM), for the others: at the top dose activation, usual class: activators; also: potency is read from the fitted curve at half-maximal effect; nearly all actives have a fitted effect of over 55% in size; some results filed as inactive show a strong effect at the top dose; inactives centre near -15; many of its hits are not listed in these tables
Target sequence (Q03431 whole entry, looked up): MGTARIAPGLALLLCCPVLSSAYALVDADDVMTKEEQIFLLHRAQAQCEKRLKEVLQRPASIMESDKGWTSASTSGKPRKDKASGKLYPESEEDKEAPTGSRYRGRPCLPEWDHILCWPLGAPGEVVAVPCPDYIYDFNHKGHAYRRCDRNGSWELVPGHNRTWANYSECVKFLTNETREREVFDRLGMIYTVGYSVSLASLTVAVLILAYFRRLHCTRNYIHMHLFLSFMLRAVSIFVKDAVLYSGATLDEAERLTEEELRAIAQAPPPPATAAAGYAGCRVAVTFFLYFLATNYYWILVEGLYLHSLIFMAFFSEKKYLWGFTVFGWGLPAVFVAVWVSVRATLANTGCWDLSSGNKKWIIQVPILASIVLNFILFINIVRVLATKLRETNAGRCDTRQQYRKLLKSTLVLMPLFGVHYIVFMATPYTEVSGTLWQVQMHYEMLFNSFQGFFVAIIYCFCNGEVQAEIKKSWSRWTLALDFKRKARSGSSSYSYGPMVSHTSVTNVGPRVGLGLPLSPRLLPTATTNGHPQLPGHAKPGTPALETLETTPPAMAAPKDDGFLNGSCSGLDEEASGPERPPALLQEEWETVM
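HEK-293-derived GP2 cells expressing PTHR1 and a GloSensor cAMP reporter, 3,000/well, plated overnight, given luciferin plus IBMX (each 0.5 mM as added) for 1 h at 37 °C, then compound for 1 h at 37 °C. Luminescence was read after 15 min at room temperature.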
GLP1R inv ag: GLP-1 receptor (human) inverse agonism; P43220; HEK293 GLP-1R CRE-luciferase, luminescence, 24 h; GLP-1R form is constitutively active; Potency, µM (top dose mostly 38.3 µM), for inactives: at the top dose activity change, negative = inhibition, hits mostly inhibitors; 410,000 tested, 1.6% active; also: potency is read from the fitted curve at half-maximal effect; % is scaled to controls: 0 for no effect and ±100 for the full control effect; nearly all actives have a fitted effect of over 55% in size
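Stable HEK293 clone (constitutively active GLP-1R + cAMP-response luciferase); 200 cells/uL plated, 12 h pre-culture, compound 24 hr, 37 deg C/5% CO2; detection reagent 12 min RT; luminescence.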
Active calls of the source: *; i = inactive; ? = inconclusive; . = not tested or not shown; & = joins results of further samples; [ ] = remark or other dose. Unless noted, calls follow the shape of the dose curve; as a rule, active = well fitted curve in the direction sought with a large enough effect; inconclusive = small, poorly fitted or top-dose-only effect, or another doubt; inactive = no such curve, though single readings can be large; an effect the other way counts as inactive or inconclusive. A portion of the library; rates above refer to the full screens.

Fields: TDP43 rescue | GLP1R cytotox | D3 ag | PTHR1 ag | GLP1R inv ag | DRD3 antagonist | aSyn yeast inh | KB-V1 MDR tox | GLP-1R agonist
CC1(c2ccccc2)NC(=O)N(CC(=O)Nc2ccc(S(=O)(=O)NC3=NCCCCC3)cc2)C1=O (stereo not drawn)
 : -12.9% | 2.2% | 6.4 | -50.1%[inhibitor] | 15.6% | -22.3 | -1.6%[1.84 µM] | 14.8% | 2.2%
COc1ccc(CC(=O)Nc2nnc(C(C)(C)C)s2)cc1OC
 : 11.8% | -12.4% | 4.2 | -23.7% | 41.3%[activator] | 30.1 | 2.6% | ? | 9.5%
COc1cc(NC(=O)Cn2nc(Cc3cccnc3)c3ccccc3c2=O)cc(OC)c1OC
 : -1.9%&19.4% | 0.8%&1.8% | 0.4&-5.5 | -22.4% | 12.1%&56.8% | ? | -1.1% | -4.9% | -8.9%
COc1ccc(-c2[nH]c(-c3cccc(OC)c3)nc2SCC(=O)Nc2ccc3c(c2)OCO3)cc1
 : 24.0% | -17.9% | -4.3 | -21.6% | ? | . | . | ? | .
Nc1cc(C(=O)O)ccc1N1CCCCC1
 : 2.8% | -3.3% | 5.0 | 21.8%[57.5 µM] | 12.5% | 33.3 | -4.2% | 12.9% | -19.0%
CC(=O)CCc1c(C)c2cccc(C)c2[nH]c1=O
 : -22.5% | 18.3% | 7.8 | -76.2%[inhibitor] | 21.7% | -13.8 | 0.2% | ? | 17.9%
O=C(CN(c1cccc(C(F)(F)F)c1)S(=O)(=O)c1ccc(Cl)c([N+](=O)[O-])c1)NCc1ccccc1Cl
 : 20.4% | -22.2% | -5.1 | -20.0% | ? | -22.9 | -6.6% | -20.1% | -8.3%
Cc1csc2nc(O)c(C(=O)NCCCN3CCCC3=O)c(=O)n12
 : -16.2% | -12.9% | 7.6 | i | 5.3% | 3.5 | 2.8% | 18.4µM* | 7.2%
COc1ccc(S(=O)(=O)NNC(=O)Nc2ccc(F)cc2F)c(OC)c1
 : 7.0% | 25.7% | -4.0 | -10.3% | 36.4%[activator] | -20.4 | -0.1% | 0.3% | -8.6%
NS(=O)(=O)c1ccc(NNC(=O)c2ccc(Br)o2)c([N+](=O)[O-])c1
 : -34.0%[inhibitor] | -7.4% | -16.8 | -15.6% | -24.2% | -64.9* | -27.9% | -10.6% | 6.6%
COc1ccc(Nc2nc3cc(C)ccc3cc2C#N)cc1
 : 20.4% | -17.8% | 3.9 | i | 6.7% | 14.6 | 8.2% | 8.6% | ?
COc1ccc(C(C)=O)cc1COC(=O)CCC(=O)N(CC(C)C)c1c(N)n(CC(C)C)c(=O)[nH]c1=O
 : -5.6% | 9.7% | -3.8 | 10.4% | 20.0% | 4.7 | -5.1% | -2.5% | -3.4%
O=S(=O)(Nc1ccc(-c2ccc3nncn3n2)cc1)c1ccccc1Cl
 : -10.5% | 3.7% | -8.7 | i | 108.7%[activator] | -5.1 | -0.1% | 21.9% | 28.9%
Cc1cc(C)n2nc(SCC(=O)N3CCCC(C)C3)nc2n1 (stereo not drawn)
 : -10.8% | -12.6% | -3.2 | i | 10.5% | -27.0 | -1.7% | 11.7% | -7.1%
COc1ccc(-c2nc(CSCC(=O)NCC3CCCO3)c(C)o2)cc1OC (stereo not drawn)
 : 23.1% | -26.9% | 3.7 | -7.5% | 9.3% | 28.3 | 3.3% | 0.6% | 19.3%
CCC(NC(=O)CCc1ccccc1)c1ccccc1 (stereo not drawn)
 : 8.3%[9.22 µM] | -21.9%[7.66 µM] | -10.9 | -16.9% | ? | 5.9 | 2.3% | 3.1% | 12.1%
CCOC(=O)c1ccccc1NC(=O)c1nn(C)c2c1COc1ccccc1-2
 : 26.1% | -6.2% | 1.4 | -20.7% | 9.4% | . | . | . | .
NC(COCc1ccccc1)c1csc(Nc2ccc(C(=O)NCCO)cc2)n1 (stereo not drawn)
 : 16.2% | 0.9% | -3.8 | -3.1% | 26.2% | 8.9 | 2.5% | -0.9% | 7.3%
CCc1nnc(NC(=O)CCC(=O)N2CCN(Cc3cc(Cl)ccc3OC)CC2)s1
 : 0.0% | 5.2% | -10.4 | -17.9%[57.5 µM] | -4.0% | -15.1 | -0.4% | -9.6% | 0.4%
O=C(NCC1CCCO1)c1cnn2c(C(F)F)cc(C3CC3)nc12 (stereo not drawn)
 : -3.4% | 1.7% | -6.4 | i | 116.9%[activator] | 14.6 | 3.7% | 6.51µM* | 21.4%
C#CCOCCOCCOCCNc1nc(N2CCOCC2)nc(N2CCN(C(=O)[C@H](CCCCN)n3cc(CCC(=O)O)nn3)CC2)n1
 : 5.9% | -5.8% | 10.3 | -21.1% | 6.0% | ? | -3.3% | ? | 9.2%
COc1ccc(COC(=O)C2=C(C)NC(=O)NC2c2ccc(O)c(OC)c2)cc1 (stereo not drawn)
 : -16.3% | 1.4% | 0.6 | i | 79.4%[activator] | -25.8 | 0.7% | -13.5% | 4.9%
O=C(NCc1ccc(OC(F)(F)F)cc1)C1CC2Cn3c(nc4ccccc43)C2N1Cc1ccccc1 (stereo not drawn)
 : 11.1% | -19.1% | 6.7 | -37.7%[inhibitor] | ? | 5.5 | 2.0% | -0.5% | -5.0%
COc1ccc(/C=N\NC(=O)C2=NNC(=O)C2C)cc1 (stereo not drawn)
 : 5.9% | 0.5% | 1.7 | i | 1.5% | -18.8 | 1.2% | 3.7% | -7.8%
O=C(NC1CCN(C(=O)c2cccs2)CC1)c1ccccc1
 : 0.0% | 6.9% | 1.2 | i | -1.3% | -16.9 | -0.3% | 13.1% | 0.5%
O=C(COC(=O)Cc1ccc(S(=O)(=O)N2CCOCC2)s1)Nc1ccccc1Cl
 : 1.9% | -11.2% | -1.9 | i | 12.2% | -6.4 | 7.4% | 7.5% | 0.1%
CS(=O)(=O)N1CCc2cc(C(=O)N3CCN(c4ccc(F)cc4)CC3)ccc21
 : ? | -7.8%&-4.9% | -1.1&-17.8 | -23.9%&-24.9% | -55.0%&-19.4% | -3.2 | 7.2% | -6.4%&-5.1% | -2.5%
C[C@@H](O)CNC(=O)c1[nH]cnc1C(=O)N[C@H](C)c1ccccc1
 : 16.6% | 3.4% | 4.3 | -23.9% | 6.1% | -24.1 | -1.1% | 40.6% | -1.6%
CCOc1ccc(CNC(=O)c2ccc3c(c2)c(C)c(C)n3Cc2ccccc2)cc1OC
 : 8.5% | -3.0% | -1.3 | i | ? | . | . | 3.7% | .
COc1ccc(-c2cc3nc(C)c(CCC(=O)N4CCN(c5ccc(F)cc5)CC4)c(C)n3n2)c(OC)c1
 : ? | 0.8% | -1.6 | -22.2% | 8.2% | . | . | -12.3% | 2.4%
CCC(=O)Nc1cccc(NC(=S)NC(=O)Cc2ccccc2)c1
 : 20.5% | 1.0% | 3.1 | i | -18.0% | 14.0 | 3.1% | 0.7% | 3.5%
O=C(CSc1nnc2ccc(-c3cccnc3)nn12)Nc1ccccc1F
 : 17.2% | 6.6% | 1.8 | -13.2% | 6.1% | 12.3 | 0.5% | ? | 0.4%
COc1ccc(C)cc1NC(=O)NCc1ccccn1
 : 25.4% | -17.7% | 1.1 | i | 5.8% | -1.8 | 1.9% | 0.0% | -5.6%
Cc1nn2c(-c3ccc(S(=O)(=O)N4CCN(C)CC4)o3)nnc2c2ccccc12
 : -13.6% | 9.8% | 3.8 | -20.9% | 65.3%[activator] | 7.0 | 1.9% | -7.6% | 7.7%
COc1ccccc1S(=O)(=O)Cc1ccc(C(=O)N2CCN(c3ccccc3)CC2)o1
 : -14.1% | -19.7% | 3.2 | i | -17.7% | 0.0 | -1.0% | ? | 3.0%
O=C(NCC1CCCO1)[C@@H]1CSC2c3ccccc3C(=O)N21 (stereo partly drawn)
 : 10.0% | 4.9% | -2.0 | -21.9% | 23.8% | -0.6 | -2.5% | ? | 1.0%
COC(=O)[C@@]1(Cc2ccc(F)cc2)[C@H]2c3cc(C(=O)N4CCCC4)n(Cc4ccc(Cl)c(C(F)(F)F)c4)c3C[C@H]2CN1C(=O)c1ccccc1
 : ? | -7.3% | 6.2 | i | ? | 5.3 | 19.8% | ? | -1.9%
CCN1CCN(CCCN(Cc2ccco2)C(=S)Nc2ccc(C)c(Cl)c2)CC1
 : -3.1% | -25.1% | -14.3 | -33.8%[inhibitor] | ? | -19.7 | -2.4% | -7.8% | 13.3%
O=C(Cc1ccc([N+](=O)[O-])cc1)Nc1cccc(C(=O)N2CCCCC2)c1
 : 8.4% | 1.5% | 3.0 | -72.8%[inhibitor] | -2.9% | 2.0 | -1.9% | -15.2% | 0.0%
O=S(=O)(c1ccc(Cl)cc1)N1CCN(c2ncnc3sccc23)CC1
 : ? | -1.9% | -9.7 | -32.3%[inhibitor] | -25.6% | -9.9 | 11.5% | . | 3.6%
COc1cccc(C=NCCCN=Cc2cccc(OC)c2O)c1O
 : 24.2% | -18.1% | 2.8 | i | ? | 11.5 | 9.1% | ? | -5.3%
O=Cc1ccc(OC(=O)c2cccnc2)cc1
 : -32.7%[inhibitor] | 3.1% | -12.8 | i | -6.8% | -9.8 | 0.2% | 6.0% | -0.6%
COc1ccccc1NS(=O)(=O)c1cccc(NC(=S)NCCN2CCOCC2)c1
 : 10.5% | 2.0% | 9.0 | i | 1.1% | 18.4 | 4.2% | 16.1% | 1.8%
Cc1nc(CN2CCN(C(=O)c3ccc(Br)cc3)CC2)cs1
 : 4.6% | 1.9% | -9.7 | -3.1%[57.5 µM] | -13.1% | -0.3 | 0.4% | -2.8% | 0.7%
